From PubChem BioAssay
APJ antagonist = APJ receptor antagonism. 330,000 compounds, 0.32% hits. CHO-K1 APJ beta-arrestin complementation, luminescence. AID 2521. inhibition, % at 20 µM;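 active = inhibition above about 40% at 20 µM, limit read from the data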;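 note: cells challenged with 10 nM apelin-13 agonist together with compound; plate controls were apelin-13 plus DMSO wells for no effect and DMSO wells lacking apelin-13 for full effect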
Target sequence (P35414 whole entry, looked up): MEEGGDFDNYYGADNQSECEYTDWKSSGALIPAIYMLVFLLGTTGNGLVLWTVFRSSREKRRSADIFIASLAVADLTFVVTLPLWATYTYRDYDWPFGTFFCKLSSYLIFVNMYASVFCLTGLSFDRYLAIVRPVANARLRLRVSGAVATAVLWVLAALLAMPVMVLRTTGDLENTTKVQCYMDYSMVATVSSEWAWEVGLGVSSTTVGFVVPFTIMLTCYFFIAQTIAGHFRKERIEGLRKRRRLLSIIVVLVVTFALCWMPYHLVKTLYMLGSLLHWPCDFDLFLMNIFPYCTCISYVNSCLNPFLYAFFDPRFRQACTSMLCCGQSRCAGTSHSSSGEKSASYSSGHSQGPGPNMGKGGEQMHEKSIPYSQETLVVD
tim23-1 inh = growth inhibitors of tim23-1 mutant yeast | S. cerevisiae tim23-1 growth, BacTiter-Glo luminescence, 24 h | 330,000 compounds, 1.3% hits | inhibition, % at 20 µM;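 active = growth inhibition of the mutant yeast at or above 50%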;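 note: temperature-sensitive mutant grown at 25 °C; plate controls were DMSO-treated mutant yeast for no effect and medium wells lacking yeast for full effect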
MPTP block = permeability transition pore inhibition; inhibition, % at 10 µM; AID 602449; 360,000 compounds, 1.4% hits; isolated mouse mitochondria, Ca2+ swelling absorbance, 30 min;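 active = inhibition of 50% or more, scaled per plate between neutral and stimulator controls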;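 note: 0% = DMSO wells given calcium and 100% = 1 mM EGTA wells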
TIM10 inh = inhibits growth of TIM10 yeast strain. inhibition, % at 10 µM. S. cerevisiae TIM10 strain growth, BacTiter-Glo luminescence, 24 h. 330,000 compounds, 1.4% hits;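 active = inhibition of 40% or more at the single tested concentration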;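 note: wild-type TIM10 isogenic control strain grown at permissive 25 °C; 0% = DMSO yeast wells and 100% = minimal medium wells without yeast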
MIN6 prolif = induces beta-cell replication in MIN6 cells; 330,000 compounds, 0.29% hits; proliferation, % at 10 µM; MIN6 cells proliferation, ATPlite luminescence, 48 h; cells starved in 0.2% serum; 100% = growth in 10% serum;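 active = compounds whose signal lies at least 3.5 SD above the mean of all wells on their plate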;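 note: 0% = DMSO-treated cells in low-serum medium and 100% = 10% serum control; some compounds called inactive have numbers as strong as hits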
GRIN3A LBD mod = modulators (binders) of human NR3A ligand-binding domain; NR3A LBD differential scanning fluorimetry, Tm shift; 0% = protein alone, 100% = glycine-bound protein; Tm shift relative to glycine control, % at 25 µM; 340,000 compounds, 2.5% hits; AID 1259313;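 active = melting temperature shift of at least 10% of the positive control shift, at one fixed dose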
APJ ag = activates the human apelin receptor APJ; P35414; CHO-K1 APJ PathHunter beta-arrestin, luminescence; 0% DMSO wells, 100% apelin; activation, % at 20 µM; 330,000 compounds, 0.11% hits; AID 2520;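 active = activation more than six SD over the plate average, tested at 20 µM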;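 note: 0% = DMSO alone and 100% = apelin-13 at 10 nM; some results filed as inactive read as strong as hits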
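Assay system: engineered CHO-K1 APJ arrestin reporter cells; Amount: 1000 CHO-K1 reporter cells seeded per well; Dosing: one dose, 20 µM compound, 1% DMSO; Times: compound stimulation 90 min at 25 °C, detection 60 min; Measured by: luminescent beta-gal fragment complementation, chemiluminescent substrate; Read-out: APJ–arrestin association signal; Controls: DMSO vs Apelin-13 10 nM.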
NALP3 yeast inh = blocks the NALP3 inflammasome reconstituted in yeast | Yeast reconstituted NLRP3/ASC/caspase-1, beta-gal luminescence, 24 h | inhibition, % at 10 µM | 330,000 compounds, 0.39% hits | AID 2825;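 active = inhibition of 50% or more; inactive = inhibition below 50%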;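 note: plate controls were induced DMSO wells for no effect and uninduced yeast grown without galactose for full effect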
tim10-1 inh = inhibits growth of tim10-1 mutant yeast; 330,000 compounds, 2.2% hits; inhibition, % at 20 µM; S. cerevisiae tim10-1 ts strain growth, BacTiter-Glo, 24 h;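 active = inhibition of at least 40%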;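 note: mutant grown at 25 °C; 0% = DMSO wells with yeast and 100% = wells holding no yeast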
The depositor's hits bear a star.

What do the screens show for `COC(=O)c1cnc(N2CCCN(S(=O)(=O)c3ccc(C(F)(F)F)cc3)CC2)nc1C(F)(F)F`?
APJ antagonist: 3; tim23-1 inh: 17; MPTP block: 3.1; TIM10 inh: 6; MIN6 prolif: -3; GRIN3A LBD mod: -3; APJ ag: -4; NALP3 yeast inh: -4; tim10-1 inh: 11

Results for CCCCS(=O)(=O)/C=C\C1C2C=CC(C2)C1S(=O)(=O)CCCC (stereo not drawn) ?
APJ antagonist: -6; tim23-1 inh: 7; MPTP block: -0.1; TIM10 inh: 11; MIN6 prolif: 8; GRIN3A LBD mod: 0; APJ ag: -4; NALP3 yeast inh: -8; tim10-1 inh: 4

What do the screens show for `Cc1nc(-c2ccc(S(=O)(=O)Nc3ccc(Br)cc3F)cc2)co1`?
APJ antagonist: 29; tim23-1 inh: 7; MPTP block: -0.5; TIM10 inh: -4; MIN6 prolif: -1; GRIN3A LBD mod: -10; APJ ag: -2; NALP3 yeast inh: 23; tim10-1 inh: 4

Results for Clc1ccc(-c2n[nH]c3c2Cc2ccccc2-3)cc1Cl ?
APJ antagonist: -1; tim23-1 inh: 25; TIM10 inh: 16; MIN6 prolif: 1; APJ ag: -3; NALP3 yeast inh: -3; tim10-1 inh: -1

How did C[C@H]1COC(=O)[C@@H](Cc2ccc(F)cc2)C/C=C\C[C@H](CC(=O)N(CCO)Cc2ccccc2)C(=O)N1 do in these assays?
APJ antagonist: 17; tim23-1 inh: 17; MPTP block: -0.2; TIM10 inh: 4; MIN6 prolif: -3; GRIN3A LBD mod: -1; APJ ag: -2; NALP3 yeast inh: 9; tim10-1 inh: 13

Results for COc1ccc(N(C(C)C(=O)NC2CCCCCC2)S(C)(=O)=O)cc1 (stereo not drawn) ?
APJ antagonist: -21; tim23-1 inh: 30; MPTP block: 0.4; TIM10 inh: 22; MIN6 prolif: 4; GRIN3A LBD mod: -2; APJ ag: -1; NALP3 yeast inh: 20; tim10-1 inh: 34

What do the screens show for `C=CCN(c1ccccc1)S(=O)(=O)c1cc(C(=O)NC2=NCCS2)ccc1Cl`?
APJ antagonist: 6; tim23-1 inh: 19; MPTP block: 0.7; TIM10 inh: -12; MIN6 prolif: -2; GRIN3A LBD mod: -1; APJ ag: -2; NALP3 yeast inh: 32; tim10-1 inh: -2

What do the screens show for `CCC(C(=O)OCC(=O)Nc1cc(Cl)cc(Cl)c1)c1ccccc1` (stereo not drawn)?
APJ antagonist: 0; tim23-1 inh: 29; MPTP block: 82*; TIM10 inh: 24; MIN6 prolif: -6; GRIN3A LBD mod: 12*; APJ ag: -2; NALP3 yeast inh: 9; tim10-1 inh: 40*

Results for O=C(O)c1cccc(Cn2c(Cl)c(/C=N/NC(=O)c3cc4ccccc4cc3O)sc2=O)c1 ?
APJ antagonist: 7; tim23-1 inh: -11; MPTP block: 1.8; TIM10 inh: 19; MIN6 prolif: -5; GRIN3A LBD mod: 5; APJ ag: -1; NALP3 yeast inh: 2; tim10-1 inh: 17

How did CC1=NN(c2ccccc2)C(=O)C1/C=C1\NC(=S)NC1=O (stereo not drawn) do in these assays?
APJ antagonist: -5; tim23-1 inh: -3; MPTP block: -2.1; TIM10 inh: -13; MIN6 prolif: -1; GRIN3A LBD mod: -2; APJ ag: -6; NALP3 yeast inh: 11; tim10-1 inh: 4

How did CCOc1ccc(C(=O)NCc2ccccc2)cc1Br do in these assays?
APJ antagonist: -1; tim23-1 inh: 22; MPTP block: 5.8; TIM10 inh: 1; MIN6 prolif: -3; GRIN3A LBD mod: 12*; APJ ag: -3; NALP3 yeast inh: 22; tim10-1 inh: -8

How did CCOC(=O)COc1ccc(S(=O)(=O)N2CCN(c3ccc(F)cc3)CC2)cc1 do in these assays?
APJ antagonist: 25; tim23-1 inh: 27; MPTP block: -1.8; TIM10 inh: 14; MIN6 prolif: -5; GRIN3A LBD mod: 2; APJ ag: -4; NALP3 yeast inh: 9; tim10-1 inh: 25

Fetched by structure from the list above:
What do the screens show for `COC(=O)c1cnc(N2CCCN(S(=O)(=O)c3ccc(C(F)(F)F)cc3)CC2)nc1C(F)(F)F`?
APJ antagonist: 3; tim23-1 inh: 17; MPTP block: 3.1; TIM10 inh: 6; MIN6 prolif: -3; GRIN3A LBD mod: -3; APJ ag: -4; NALP3 yeast inh: -4; tim10-1 inh: 11

Results for Clc1ccc(-c2n[nH]c3c2Cc2ccccc2-3)cc1Cl ?
APJ antagonist: -1; tim23-1 inh: 25; TIM10 inh: 16; MIN6 prolif: 1; APJ ag: -3; NALP3 yeast inh: -3; tim10-1 inh: -1

Further compounds follow:
What do the screens show for `Cn1nc(-c2ccc(C(=O)NC3CCCCC3)cc2)c2ccccc2c1=O`?
APJ antagonist: 2; tim23-1 inh: 30; MPTP block: 0.2; TIM10 inh: 9; MIN6 prolif: -3; GRIN3A LBD mod: -1; APJ ag: -1; NALP3 yeast inh: 3; tim10-1 inh: 35

What do the screens show for `COC(=O)CN(c1ccc(OCc2ccccc2)cc1)S(C)(=O)=O`?
APJ antagonist: -3; tim23-1 inh: 1; MPTP block: -1.7; TIM10 inh: 8; MIN6 prolif: -2; GRIN3A LBD mod: -1; APJ ag: 2; NALP3 yeast inh: 11; tim10-1 inh: 10

Results for O=C(Nc1ccc(SC(F)F)cc1)C1=CC=CN2CCS(=O)(=O)N=C12 ?
APJ antagonist: 9; tim23-1 inh: -3; MPTP block: 0.7; TIM10 inh: 1; MIN6 prolif: 1; GRIN3A LBD mod: -3; APJ ag: -5; NALP3 yeast inh: 26; tim10-1 inh: -16

What do the screens show for `O=C(C1CC(c2ccc(F)cc2)=NO1)N1CCCCC1` (stereo not drawn)?
APJ antagonist: 12; tim23-1 inh: 15; MPTP block: -0.1; TIM10 inh: -4; MIN6 prolif: 0; GRIN3A LBD mod: -1; APJ ag: 2; NALP3 yeast inh: 6; tim10-1 inh: -3

What do the screens show for `O=C(Nc1ccccc1F)c1cc(S(=O)(=O)N2CCOCC2)cs1`?
APJ antagonist: 11; tim23-1 inh: 16; MPTP block: -1.0; TIM10 inh: 6; MIN6 prolif: -1; GRIN3A LBD mod: 2; APJ ag: -4; NALP3 yeast inh: 10; tim10-1 inh: 16

What do the screens show for `CC[C@H](C)[C@H](NC(=O)OCc1ccccc1)C(=O)Nc1ccc(NC(C)=O)cc1`?
APJ antagonist: 3; tim23-1 inh: 5; MPTP block: -2.6; TIM10 inh: 9; MIN6 prolif: 1; GRIN3A LBD mod: 0; APJ ag: -4; NALP3 yeast inh: 11; tim10-1 inh: 0

How did O=S(=O)(Nc1cccc(-n2cnnn2)c1)c1ccccc1 do in these assays?
APJ antagonist: 8; tim23-1 inh: 4; MPTP block: 0.0; TIM10 inh: 3; MIN6 prolif: 0; GRIN3A LBD mod: 0; APJ ag: -3; NALP3 yeast inh: 9; tim10-1 inh: 13

What do the screens show for `COc1ccc(O)c(C(=O)CC(=O)c2ccccc2C)c1`?
APJ antagonist: -14; tim23-1 inh: 22; MPTP block: -1.5; TIM10 inh: 5; MIN6 prolif: -1; GRIN3A LBD mod: -16; APJ ag: -2; NALP3 yeast inh: 9; tim10-1 inh: -44

Results for OC1(c2ccc(Cl)c(Cl)c2)C[n+]2ccccc2N1Cc1ccccc1 (stereo not drawn) ?
APJ antagonist: 9; tim23-1 inh: 8; MPTP block: -4.0; TIM10 inh: 15; MIN6 prolif: -4; GRIN3A LBD mod: 0; APJ ag: -1; NALP3 yeast inh: -12; tim10-1 inh: 2

Results for CCCn1c(N)c(C(=O)CSc2nncs2)c(=O)[nH]c1=O ?
APJ antagonist: -12; tim23-1 inh: 0; MPTP block: -0.5; TIM10 inh: 3; MIN6 prolif: -3; GRIN3A LBD mod: 1; APJ ag: -3; NALP3 yeast inh: 6; tim10-1 inh: -5

What do the screens show for `CC(=O)Nc1ccc(S(=O)(=O)NC(C(=O)O)C2=CCC=CC2)cc1` (stereo not drawn)?
APJ antagonist: -6; tim23-1 inh: 8; MPTP block: 0.0; TIM10 inh: -3; MIN6 prolif: 0; GRIN3A LBD mod: -7; APJ ag: -2; NALP3 yeast inh: 15; tim10-1 inh: 19

What do the screens show for `NC(=O)C1=C[C@@H](c2ccc3c(c2)OCO3)C[C@@H](OCCCCO)O1`?
APJ antagonist: -13; tim23-1 inh: 5; MPTP block: 0.6; TIM10 inh: 6; MIN6 prolif: -2; GRIN3A LBD mod: -2; APJ ag: 1; NALP3 yeast inh: 7; tim10-1 inh: -10

What do the screens show for `O=C(Nc1ccc2c(c1)OCO2)C1CC(c2ccccc2O)=NO1` (stereo not drawn)?
APJ antagonist: 12; tim23-1 inh: 17; MPTP block: 0.7; TIM10 inh: -9; MIN6 prolif: -2; GRIN3A LBD mod: 0; APJ ag: -2; NALP3 yeast inh: 14; tim10-1 inh: 2

What do the screens show for `CCc1ccc(-c2cn(-c3nc(C)cc(C)n3)c(=N)o2)cc1`?
APJ antagonist: 22; tim23-1 inh: 44; MPTP block: -0.4; TIM10 inh: 28; MIN6 prolif: -6; GRIN3A LBD mod: -2; APJ ag: -3; NALP3 yeast inh: -3; tim10-1 inh: 30

What do the screens show for `COc1ccc(C(=O)NCc2ccncc2)cc1OC`?
APJ antagonist: 1; tim23-1 inh: -8; MPTP block: 2.1; TIM10 inh: -3; MIN6 prolif: 2; GRIN3A LBD mod: -3; APJ ag: -3; NALP3 yeast inh: 9; tim10-1 inh: 16

What do the screens show for `O=C(NCC1CCCN(C(=O)c2cccc(C(F)(F)F)c2)C1)c1ccc(F)cc1` (stereo not drawn)?
APJ antagonist: 4; tim23-1 inh: 9; MPTP block: -0.9; TIM10 inh: -5; MIN6 prolif: -1; GRIN3A LBD mod: 0; APJ ag: -1; NALP3 yeast inh: 16; tim10-1 inh: 8

How did O=c1[nH]c(C2CCCN(S(=O)(=O)c3ccccc3)C2)nc2c1nnn2Cc1ccccc1 (stereo not drawn) do in these assays?
APJ antagonist: -2; tim23-1 inh: 21; MPTP block: -0.3; TIM10 inh: 7; MIN6 prolif: 0; GRIN3A LBD mod: -1; APJ ag: -4; NALP3 yeast inh: -4; tim10-1 inh: 5

How did CN(C)Cc1cc2ccccc2c2c1COC2 do in these assays?
APJ antagonist: 8; tim23-1 inh: 0; MPTP block: -2.0; TIM10 inh: -1; MIN6 prolif: 0; GRIN3A LBD mod: 0; APJ ag: -6; NALP3 yeast inh: 14; tim10-1 inh: -15

How did CN(Cc1ccccc1)S(=O)(=O)c1ccc(NS(C)(=O)=O)cc1 do in these assays?
APJ antagonist: 10; tim23-1 inh: 8; MPTP block: 1.2; TIM10 inh: 7; MIN6 prolif: -1; GRIN3A LBD mod: -10; APJ ag: -4; NALP3 yeast inh: 0; tim10-1 inh: 3

As a short view, part of the list above:
What do the screens show for `COc1ccc(C(=O)NCc2ccncc2)cc1OC`?
APJ antagonist: 1; tim23-1 inh: -8; MPTP block: 2.1; TIM10 inh: -3; MIN6 prolif: 2; GRIN3A LBD mod: -3; APJ ag: -3; NALP3 yeast inh: 9; tim10-1 inh: 16

What do the screens show for `O=C(NCC1CCCN(C(=O)c2cccc(C(F)(F)F)c2)C1)c1ccc(F)cc1` (stereo not drawn)?
APJ antagonist: 4; tim23-1 inh: 9; MPTP block: -0.9; TIM10 inh: -5; MIN6 prolif: -1; GRIN3A LBD mod: 0; APJ ag: -1; NALP3 yeast inh: 16; tim10-1 inh: 8
